PRMT1 FP inh – blocks human protein arginine methyltransferase 1; inhibition, % at 2.79 µM; AID 652257; hit rate 1.3% among 370,000; Q99873; recombinant PRMT1, activity-based probe fluorescence polarization;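 active means inhibition above about 21% made by adding two undisclosed values, limit read from the data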
MBD2 DNA inh – MBD2-methylated oligo binding inhibition. Q9UBB5. TR-FRET, MBD2 binding to methylated oligonucleotide. inhibition, % at 4.4 µM. hit rate 0.31% among 370,000. AID 686964; in the data active means inhibition above about 13%
GC-B act – GC-B (human) receptor activation. P20594. HEK293-GC-B cells, CNP EC30, cGMP TR-FRET; 0% at EC30 CNP, 100% saturating CNP. activation, % at 10 µM. hit rate 0.11% among 370,000. AID 1920062;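 active means activation at 10 µM reaching about 35% in either raw or pattern-adjusted values, limit read from the data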
NPR1 activator – GC-A (human) enzyme activation; hit rate 0.14% among 370,000; activation, % at 10 µM; AID 1671463; HEK293 GC-A cells, cGMP TR-FRET, EC30 ANP; 0% at EC30 ANP, 100% saturating ANP; in the data active means activation above about 40%
UHRF1 MBD2 ctr – blocks human UHRF1 binding to methylated DNA; UHRF1 binding to methylated oligo, TR-FRET; Q96T88; inhibition, % at 4.4 µM; hit rate 0.75% among 370,000; in the data active means inhibition above about 21%;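 further: UHRF1 SRA domain binding a hemimethylated CpG hairpin DNA probe; 0% = median of test compound wells and 100% = reference inhibitor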
TCR-CD3 inh – blocks the human TCR-CD3 interaction; AID 651800; TAMRA-labeled TCR probe fluorescence, biochemical; inhibition, % at 9.4 µM; hit rate 0.37% among 360,000; in the data active means inhibition above about 19%;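 further: recombinant mutant TCR 2C K166C tagged with TAMRA read by polarization; 0% = receptor in buffer alone and 100% = receptor with positive control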
rCAG binder – binds r(CAG) RNA repeats. r(CAG) RNA repeat, TO-PRO-1 dye displacement fluorescence. inhibition, % at 3 µM. hit rate 1.3% among 370,000;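 active means inhibition above the plate cutoff, the mean of all test compounds on that plate plus 3 SD, cut at about 35% in these data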;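 further: 0% = DMSO alone and 100% = 100 µM mitoxantrone as full dye displacement; higher means more dye released from RNA so lower well fluorescence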
ABHD4 inh – inhibits mouse alpha/beta hydrolase domain 4; purified mABHD4, FP-Rh probe fluorescence polarization; Q8VD66; inhibition, % at 8.92 µM; hit rate 0.54% among 370,000;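 active means inhibition exceeding the mean over every tested compound plus 3 SD, cut at about 30% in these data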;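 further: 0% = plate median of compound wells and 100% = S159A mutant with DMSO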
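Material: mouse ABHD4 enzyme, wild type; Benchmarks: S159A mutant high control, sample median low control; Buffer or medium: HEPES pH 7.0, NaCl, Pluronic buffer; Signal: fluorescence polarization; Read-out: percent inhibition of probe binding, normalized to plate controls; Timing: pre-incubation 45 min, probe exposure 60 min, at 25 °C; Dosing: 8.92 µM, single dose.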
HTRA1 inhibitor – blocks human HTRA1 serine peptidase | Q92743 | recombinant HTRA1, FP-rhodamine activity-based probe, fluorescence polarization | inhibition, % at 5.96 µM | hit rate 0.5% among 340,000; in the data active means inhibition above about 36%;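 further: 0% = enzyme with DMSO and 100% = wells lacking enzyme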
Target sequence (Q92743 whole entry, looked up): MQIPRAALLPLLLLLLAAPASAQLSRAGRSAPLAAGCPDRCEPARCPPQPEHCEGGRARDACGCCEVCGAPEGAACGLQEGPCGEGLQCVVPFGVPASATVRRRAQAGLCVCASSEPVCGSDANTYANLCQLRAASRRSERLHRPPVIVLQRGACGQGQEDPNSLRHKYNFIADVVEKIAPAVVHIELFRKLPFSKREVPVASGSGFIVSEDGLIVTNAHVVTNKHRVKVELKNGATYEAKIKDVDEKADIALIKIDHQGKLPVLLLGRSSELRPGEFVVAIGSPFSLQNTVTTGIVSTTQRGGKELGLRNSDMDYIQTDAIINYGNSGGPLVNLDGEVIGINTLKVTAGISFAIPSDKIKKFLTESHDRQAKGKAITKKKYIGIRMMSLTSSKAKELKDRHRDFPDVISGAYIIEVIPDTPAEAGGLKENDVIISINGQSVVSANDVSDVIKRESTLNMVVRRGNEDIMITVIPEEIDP
SIAE inh – blocks human sialic acid acetylesterase | Q9HAT2 | SIAE FP-Rh probe binding, fluorescence polarization | inhibition, % at 9.66 µM | hit rate 0.69% among 370,000;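 active means inhibition above a cutoff: mean of compounds within the control limits plus 3 SD of those, cut at about 17% in these data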;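 further: 0% = plate median of compound wells and 100% = probe without SIAE protein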
Target sequence (Q9HAT2 whole entry, looked up): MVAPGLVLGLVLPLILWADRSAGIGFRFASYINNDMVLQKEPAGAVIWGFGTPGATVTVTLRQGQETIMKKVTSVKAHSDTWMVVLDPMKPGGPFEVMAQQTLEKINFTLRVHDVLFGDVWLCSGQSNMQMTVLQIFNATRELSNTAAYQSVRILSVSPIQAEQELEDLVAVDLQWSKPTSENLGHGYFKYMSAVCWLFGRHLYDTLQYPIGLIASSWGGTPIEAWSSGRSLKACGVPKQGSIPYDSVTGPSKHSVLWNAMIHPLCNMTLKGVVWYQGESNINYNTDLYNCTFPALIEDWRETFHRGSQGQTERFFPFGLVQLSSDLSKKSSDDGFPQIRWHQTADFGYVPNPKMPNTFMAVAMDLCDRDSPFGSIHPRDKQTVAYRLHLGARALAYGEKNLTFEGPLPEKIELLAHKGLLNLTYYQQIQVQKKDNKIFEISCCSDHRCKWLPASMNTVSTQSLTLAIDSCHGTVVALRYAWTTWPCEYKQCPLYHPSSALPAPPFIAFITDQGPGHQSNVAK
Starred values were filed as active, the others as inactive; . = not tested or not shown. A portion of the library; the hit share may differ from the screen's.

Sample of the layout, 16 compounds:
SMILES	PRMT1 FP inh	MBD2 DNA inh	GC-B act	NPR1 activator	UHRF1 MBD2 ctr	TCR-CD3 inh	rCAG binder	ABHD4 inh	HTRA1 inhibitor	SIAE inh
CC(Sc1nnnn1C)C(=O)Nc1ccc2c(c1)OCCO2 (stereo not given)	-3	-7	5	-2	1	2	1	2	-1	3
CC(C)c1c(C(=O)N/N=C/c2ccccc2C(=O)O)nnn1-c1nonc1N	0	-2	5	3	1	3	3	5	-3	-7
O=C(c1ccccn1)N(Cc1ccco1)C1(C(=O)NC2CCCCC2)CCCCC1	1	1	-8	-4	4	-4	-1	-3	2	1
COc1ccc(OCc2cc(C(=O)N(C)CCC3CCOCC3)no2)c(Cl)c1	0	1	-2	0	-1	1	-7	5	5	-1
CCCC1CCc2c(sc(NC(=O)c3cccs3)c2C(N)=O)C1 (stereo not given)	2	0	-10	-8	-2	3	3	-3	-8	10
CCC(=O)Nc1ccc(-c2ccc(NC(=O)CC)c(OC)c2)cc1OC	3	5	-3	-4	0	-4	-4	-4	-1	-2
O=C(N/N=C\c1cccs1)c1sccc1-n1cccc1	0	-4	1	0	-5	-4	3	-8	19	-6
O=C(Nc1ccc(F)cc1)Nc1nnc(-c2ccco2)s1	-2	-3	3	0	4	2	33	-7	-13	-7
O=C(COC(=O)/C=C/c1ccccc1[N+](=O)[O-])NC1CCS(=O)(=O)C1 (stereo not given)	7	6	-5	2	3	1	2	-6	-2	-1
CC(C)c1cc(CN2C(C)COCC2C)cc(C(C)C)c1O (stereo not given)	2	0	4	-1	-3	1	0	0	-5	6
Cc1cccc(C)c1NC(=O)CSc1nc(C)c(CC(=O)c2ccc(Br)cc2)c(C)c1C#N	-1	-1	-7	20	-2	5	1	0	-1	-2
Cc1c(/C=N/NC(=O)c2sc3ccccc3c2Cl)cnn1C	-1	-5	-3	5	-2	2	3	7	-1	-10
CC(=O)Nc1ccc(CNc2nc3cc(-c4ccc(F)cc4)sc3c(=O)n2C)cc1	3	-3	-7	5	0	-3	7	-12	.	-22
CCOC(=O)N1CCC(N(CCN(C)C)C(=S)Nc2ccc(F)c(Cl)c2)CC1	0	-4	-1	-1	-2	-7	2	-4	-7	10
O=C1CC(C(F)(F)C(F)(F)C(F)(F)F)=Nc2ccccc2N1	3	5	1	0	1	5	-3	-11	4	5
CCOC(=O)C1=C(COC(=O)c2ccc(OC)c(OC)c2OC)NC(=O)NC1C (stereo not given)	1	-1	4	2	1	-6	-13	0	1	2

The listing, repeating the preview:
SMILES	PRMT1 FP inh	MBD2 DNA inh	GC-B act	NPR1 activator	UHRF1 MBD2 ctr	TCR-CD3 inh	rCAG binder	ABHD4 inh	HTRA1 inhibitor	SIAE inh
CC(Sc1nnnn1C)C(=O)Nc1ccc2c(c1)OCCO2 (stereo not given)	-3	-7	5	-2	1	2	1	2	-1	3
CC(C)c1c(C(=O)N/N=C/c2ccccc2C(=O)O)nnn1-c1nonc1N	0	-2	5	3	1	3	3	5	-3	-7
O=C(c1ccccn1)N(Cc1ccco1)C1(C(=O)NC2CCCCC2)CCCCC1	1	1	-8	-4	4	-4	-1	-3	2	1
COc1ccc(OCc2cc(C(=O)N(C)CCC3CCOCC3)no2)c(Cl)c1	0	1	-2	0	-1	1	-7	5	5	-1
CCCC1CCc2c(sc(NC(=O)c3cccs3)c2C(N)=O)C1 (stereo not given)	2	0	-10	-8	-2	3	3	-3	-8	10
CCC(=O)Nc1ccc(-c2ccc(NC(=O)CC)c(OC)c2)cc1OC	3	5	-3	-4	0	-4	-4	-4	-1	-2
O=C(N/N=C\c1cccs1)c1sccc1-n1cccc1	0	-4	1	0	-5	-4	3	-8	19	-6
O=C(Nc1ccc(F)cc1)Nc1nnc(-c2ccco2)s1	-2	-3	3	0	4	2	33	-7	-13	-7
O=C(COC(=O)/C=C/c1ccccc1[N+](=O)[O-])NC1CCS(=O)(=O)C1 (stereo not given)	7	6	-5	2	3	1	2	-6	-2	-1
CC(C)c1cc(CN2C(C)COCC2C)cc(C(C)C)c1O (stereo not given)	2	0	4	-1	-3	1	0	0	-5	6
Cc1cccc(C)c1NC(=O)CSc1nc(C)c(CC(=O)c2ccc(Br)cc2)c(C)c1C#N	-1	-1	-7	20	-2	5	1	0	-1	-2
Cc1c(/C=N/NC(=O)c2sc3ccccc3c2Cl)cnn1C	-1	-5	-3	5	-2	2	3	7	-1	-10
CC(=O)Nc1ccc(CNc2nc3cc(-c4ccc(F)cc4)sc3c(=O)n2C)cc1	3	-3	-7	5	0	-3	7	-12	.	-22
CCOC(=O)N1CCC(N(CCN(C)C)C(=S)Nc2ccc(F)c(Cl)c2)CC1	0	-4	-1	-1	-2	-7	2	-4	-7	10
O=C1CC(C(F)(F)C(F)(F)C(F)(F)F)=Nc2ccccc2N1	3	5	1	0	1	5	-3	-11	4	5
CCOC(=O)C1=C(COC(=O)c2ccc(OC)c(OC)c2OC)NC(=O)NC1C (stereo not given)	1	-1	4	2	1	-6	-13	0	1	2
CCC(C)OC(=O)c1[nH]c2c(c1C)C(=O)CC(c1ccc(N(C)C)cc1)C2 (stereo not given)	4	-7	1	-2	-2	3	9	13	-19	1
CSc1nnc(NC(=O)c2cc(=O)c3cc(C)cc(C)c3o2)s1	-4	4	0	1	-3	6	4	1	-1	2
c1cncc(-c2nnc3n2CCC3)c1	-4	-7	1	0	-4	0	-1	-1	-1	0
Cc1cc(=O)[nH]c(-n2nc(C)cc2C)n1	0	1	4	2	-3	-3	1	7	-2	1
O=C(NCc1ccco1)c1cc(-c2ccccc2)c(N2CCOCC2)s1	2	1	1	-5	-3	-1	0	-1	-8	4
O=C1[C@@H]2[C@H](C(=O)N1O)[C@H]1C=C[C@@H]2C1	-2	-3	0	3	-1	-3	1	0	-4	-3
CCCCNC(=O)NNC(=O)C1CC1(c1ccccc1)c1ccccc1 (stereo not given)	1	-10	1	-7	-3	4	-1	-3	-9	3
Cc1ccn(Cc2n[nH]c(=S)n2Cc2ccccc2)n1	-2	-5	0	7	-4	8	1	4	0	0
CCCCNC(=O)CN1C(=O)NC2(CCCc3ccccc32)C1=O (stereo not given)	-1	4	4	2	-1	8	2	-1	2	4
Cc1cc(=O)n2[nH]c(C)c(-c3ccc(Cl)cc3)c2n1	2	4	23	22	0	3	0	3	0	-1
C[C@H](NC(=O)[C@@H]1CSC2c3ccccc3C(=O)N21)C(=O)NCCc1ccccc1 (stereo not given in full)	13	0	9	0	3	-2	6	3	6	-5
O=C(c1ccccc1)N1CCCCC(Sc2nnnn2-c2ccccc2)C1=O (stereo not given)	-1	4	12	0	-4	-1	-4	1	-7	2
O=C(CN(Cc1ccccc1Cl)S(=O)(=O)c1ccc(Cl)cc1)N/N=C/c1ccc(C(=O)O)cc1	5	0	0	2	0	-2	71*	-30	-22	-5
Cc1noc(C)c1COc1ccc(C(=O)OCC(=O)Nc2ccc3ccccc3c2)cc1	0	-1	0	-1	-1	2	14	-1	-35	-71
CCOC(=O)c1sc(NC(NC(=O)c2ccco2)(C(=O)OC)C(F)(F)F)nc1C (stereo not given)	2	-1	4	-1	-4	2	-8	0	-6	-8
O=C(Cc1cccc(NC(=O)C2CCCN(C(=O)C3CC3)C2)c1)Nc1cccc(C(=O)N2CCOCC2)c1 (stereo not given)	0	2	3	5	-2	1	2	-5	5	6
O=C(CNC(=O)c1ccccc1O)N/N=C/c1cc(Br)ccc1OC(=O)/C=C/c1ccco1	-2	0	-5	-8	-2	18	8	2	.	2
Cc1ccc(NC(=O)N2CCCC2C(=O)NCCC2=CCCCC2)cc1 (stereo not given)	-2	3	-2	-5	2	-4	-1	0	1	4
N#Cc1nc(Cc2cccc3ccccc23)oc1NCc1ccco1	1	5	-6	-1	18	0	1	-15	-35	-7
O=C1C=C(c2cc(F)ccc2F)C[C@@H](c2ccc(F)cc2)C1	-1	-1	7	13	6	5	-5	-5	-8	3
CCOCCCNCc1ccc(OCc2ccccc2C)c(OC)c1	-4	1	4	2	-1	4	0	-2	8	9
CSCC[C@H](NC(=O)Cc1c(C)c2c(cc(C)c3c(C)coc32)oc1=O)C(=O)O	-2	0	1	2	-6	-8	19	1	3	6
COc1ccc(N=C2SC(CC(=O)Nc3ccccc3)C(=O)N2CCN2CCOCC2)cc1 (stereo not given)	1	-5	-1	-2	-2	7	1	-1	1	-5
COc1ccc(C2C=C(C)Nc3nc(SC)nn32)cc1 (stereo not given)	2	2	-2	3	0	0	6	2	0	5
Cc1cc(C)n(CC(=O)N2CCc3ccccc32)c(=O)c1C#N	0	7	5	-5	0	0	1	-3	1	2
O=C(COC(=O)c1cnccn1)NC(=O)c1ccccc1	1	0	1	-1	3	-1	0	1	5	8
Cc1cc(NC(=O)CCC(=O)N(c2cccnc2)C(C(=O)NC2CCCC2)c2ccccc2)no1 (stereo not given)	-1	1	0	5	1	2	-8	4	-8	-3
CC1Cc2nc(SCC(N)=O)n(Cc3ccccc3)c(=O)c2S1 (stereo not given)	-3	-1	8	1	-2	2	1	0	2	0
Cc1cc(N2CCN(C)CC2)ccc1NC(=O)c1ccc(-c2ccc(Cl)cc2)o1	3	2	9	5	-4	-10	-3	4	-9	6
CC(C)N(C(=O)Cn1c(SCC(=O)NC2CC2)nc2ccccc21)C(C)C	-2	2	6	3	-1	-4	-2	8	-5	2
O=C(CSc1ncnc2c1cnn2-c1ccccc1Cl)N1CCN(C(=O)c2ccco2)CC1	5	8	-6	-5	4	-6	0	-14	5	-11
CC(C)(C)c1ccc(C(O)c2ncc(-c3ccc(F)cc3)[nH]2)cc1 (stereo not given)	2	3	4	-3	0	-5	-2	6	.	8
Cc1c(NC(=O)C(C)OC(=O)c2ncc(Cl)c(Cl)c2Cl)c(=O)n(-c2ccccc2)n1C (stereo not given)	3	-1	-3	1	2	-3	-6	-3	1	1
CN(Cc1cccc(F)c1)C(=O)c1ccc(S(=O)(=O)N2CCCCCC2)cc1	-2	1	-3	-3	-2	4	-2	-5	-2	-2
COc1ccccc1NC(=O)c1coc(=O)c(Br)c1	7	-1	-5	12	1	-2	1	10	.	-8
Cc1cc(C)cc(N(CC(=O)NCc2ccco2)S(=O)(=O)c2c(C)noc2C)c1	2	1	-5	0	0	5	0	2	-10	1
COc1ccc(C(C)=O)cc1CN1C(=O)C(C)ON=C1c1ncccc1C (stereo not given)	-2	1	3	0	0	17	2	0	.	10
Cc1cccc(NC(=S)NC23CN4CN(CN(C4)C2)C3)c1	6	-3	4	-3	-5	1	1	3	11	2
O=C(CC1CCCC1)Nc1nnc(C2CC2)s1	-2	2	1	5	1	1	0	-7	-1	0

Quoted at random: two compounds from above.
SMILES	PRMT1 FP inh	MBD2 DNA inh	GC-B act	NPR1 activator	UHRF1 MBD2 ctr	TCR-CD3 inh	rCAG binder	ABHD4 inh	HTRA1 inhibitor	SIAE inh
CC(C)N(C(=O)Cn1c(SCC(=O)NC2CC2)nc2ccccc21)C(C)C	-2	2	6	3	-1	-4	-2	8	-5	2
CC(C)(C)c1ccc(C(O)c2ncc(-c3ccc(F)cc3)[nH]2)cc1 (stereo not given)	2	3	4	-3	0	-5	-2	6	.	8
